Bioassay records from PubChem BioAssay.
MITF inh = human MITF inhibition, primary screen; AlphaScreen MITF homodimerization, bead proximity signal; O75030; inhibition, % at 2.6 µM; AID 1259374; hit rate 0.91% among 650,000; in the data active = inhibition above about 50%;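 note: 0% = vehicle wells with protein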
GPR151 ag = human GPR151 activation; hit rate 1% among 650,000; activation, % at 11.2 µM; PathHunter beta-arrestin GPR151 cells, luminescence; Q8TDV0; AID 1508602; in the data active = activation above about 4.9%;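 note: 0% = median of compound wells and 100% = cells with positive control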
FBW7 act = human FBW7 E3 ligase activation, primary screen. Q969H0. AlphaScreen FBW7–phospho-cyclin E peptide binding, activator screen. normalized activity (activation), % at 26.1 µM. hit rate 0.13% among 650,000; in the data active = normalized activity above about 1.9%;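 note: purified mutant Fbw7 with reduced substrate affinity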
Target sequence (Q969H0 whole entry, looked up): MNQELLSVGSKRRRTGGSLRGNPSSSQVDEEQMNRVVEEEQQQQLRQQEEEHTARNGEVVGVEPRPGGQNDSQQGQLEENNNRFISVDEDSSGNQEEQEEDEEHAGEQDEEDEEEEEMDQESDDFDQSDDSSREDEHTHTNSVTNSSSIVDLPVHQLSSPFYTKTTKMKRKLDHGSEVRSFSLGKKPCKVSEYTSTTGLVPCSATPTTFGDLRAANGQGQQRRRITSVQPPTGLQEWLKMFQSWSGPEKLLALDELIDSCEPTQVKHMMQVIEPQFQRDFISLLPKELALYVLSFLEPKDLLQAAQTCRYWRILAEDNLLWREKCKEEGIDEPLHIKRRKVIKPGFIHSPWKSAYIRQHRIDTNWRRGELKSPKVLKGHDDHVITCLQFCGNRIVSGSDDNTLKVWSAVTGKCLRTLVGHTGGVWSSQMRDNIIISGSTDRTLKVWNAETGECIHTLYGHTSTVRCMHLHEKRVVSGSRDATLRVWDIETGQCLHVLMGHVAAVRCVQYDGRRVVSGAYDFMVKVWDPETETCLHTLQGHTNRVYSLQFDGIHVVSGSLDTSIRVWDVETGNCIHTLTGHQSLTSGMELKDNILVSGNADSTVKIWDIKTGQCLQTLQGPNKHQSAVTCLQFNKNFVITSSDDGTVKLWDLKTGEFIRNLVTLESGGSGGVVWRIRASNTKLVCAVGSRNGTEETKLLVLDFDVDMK
TEAD-YAP inh = TEAD-YAP interaction inhibition | HEK-TIYL cells, TEAD-Gal4/YAP UAS-luciferase luminescence | inhibition, % at 9.12 µM | hit rate 1.4% among 640,000 | AID 1259422; in the data active = inhibition above about 32%;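 note: 0% = median of test compound wells and 100% = reference inhibitor wells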
* marks the source's active call; other numbers are inactive results.

Compound,MITF inh,GPR151 ag,FBW7 act,TEAD-YAP inh
COc1ccc2c(C)nc(N3CCC(NCCc4cccs4)CC3)nc2c1,9,3.7,0.2,-3
CCc1c(-c2ccc(Cl)cc2)nc2n1Cc1ccccc1-2,-1,-0.2,0.1,-19
COc1ccc(-c2nc3ncnc(Nc4ccc(N5CCOCC5)cc4)c3[nH]2)cc1,13,-0.8,-0.2,-7
COc1ccc(-c2cc(NCCc3ccc(O)cc3)ncn2)cc1,15,-0.2,0.2,-38
CSc1nnc2c3c4c(sc3nc(C)n12)CC(C)CC4 (stereo not given),2,-0.3,-0.1,-2
COc1cccc(NC(=S)NC(=O)c2cncc(Br)c2)c1,9,1.6,0.0,-16
Cc1cc(C(=O)N/N=C/c2cc(Br)cc([N+](=O)[O-])c2O)c2ccccc2n1,21,0.7,-0.9,22
Cc1c(C(=O)NCC#N)cccc1[N+](=O)[O-],-11,-0.5,-0.2,-9
Cc1ccc(-c2cnn3c(N4CCOCC4)ccnc23)cc1,7,-3.6,0.5,-32
O=C(NNC(=O)C12CC3CC(CC(C3)C1)C2)c1ccccc1F,-4,-1.1,0.0,2
Cc1ccc2c(c1)N(CC(=O)NCc1ccccn1)C(=O)CO2,15,-1.2,0.1,4
CCC/C(=N/NC(N)=S)c1ccccc1,0,-1.9,-0.4,3
O=C(CSc1nnc(CNc2ccccc2)o1)N1CCCc2ccccc21,-4,0.0,0.1,10
CC(=O)Nc1ccc(NC(=O)[C@@H]2CCCN2S(=O)(=O)c2ccc3c(c2)OCCO3)cc1,-4,4.4,-0.1,-2
COCCn1nnnc1C(c1cccc(C(F)(F)F)c1)N1CCOCC1 (stereo not given),14,-0.2,0.1,10
O=S(=O)(c1ccc(Cl)cc1)N1CCN(Cc2cccc(F)c2)CC1,64*,-1.3,-0.2,-7
O=S(=O)(c1ccc(Br)cc1)N1CCN(S(=O)(=O)c2ccc(Br)cc2)CC1,4,0.2,0.1,3
CCOC(=O)c1ccccc1NC(=S)N1CCC(N2CCCCC2)CC1,14,-0.4,-0.1,-1
COc1ccc(-c2nc3ncnc(N)c3[nH]2)cn1,-9,-0.7,-0.2,-1
O=C(NCC(O)c1ccccc1)c1ccc(Cl)cc1 (stereo not given),-5,-0.6,0.1,-23
C=CCn1c(=O)c(C(=O)Nc2cc([N+](=O)[O-])ccc2O)c(O)c2ccccc21,-5,2.4,-0.3,-4
CC(C)NC(=O)/C=C/c1ccc([N+](=O)[O-])cc1,3,1.4,-0.1,-19
COc1cc(COCC(O)CN2CCN(C)CC2)cc(OC)c1OC (stereo not given),19,-1.3,0.1,-5
COc1cccc(NC(=O)NC2CCN(CC(=O)Nc3cccc4ccccc34)CC2)c1,-10,0.3,0.0,1
CCOC(=O)C1=CS/C(=C2/C(=S)C(C)(C)Nc3cc(C)ccc32)S1,33,-0.4,-1.1,-10
Cc1nc2c(c(N3CCCCCC3)n1)CN(C(=O)c1cccnc1)CC2,14,1.4,0.3,4
Cc1ccc(C2C(=O)N(C3CCCCC3)CC(=O)N2Cc2ccccc2)cc1 (stereo not given),11,0.1,0.0,7
CC(=O)c1cccc(NC(=O)c2cc(-c3ccccc3)nc3ccccc23)c1,1,1.0,-0.1,26
CCOC(=O)c1sc2nc(Cc3ccccc3)nc(NCCC3=CCCCC3)c2c1C,5,-1.7,-0.1,14
O=C(c1cc(Cl)ccc1NS(=O)(=O)c1cccc2nsnc12)N(CCOc1ccccc1)C1CCCCC1,13,0.9,0.0,11
O=C(COC(=O)c1cccc(I)c1)c1cccc([N+](=O)[O-])c1,6,-0.1,0.0,-1
O=C(NCCn1cc(SCC(=O)N2CCCCCC2)c2ccccc21)c1c(F)cccc1F,7,2.7,-0.6,34*
O=C(Cn1nnc2c(cnn2-c2ccccc2)c1=O)NC1CCCCC1,20,-1.9,0.9,10
CC[C@H](Cn1nc(-c2cccs2)ccc1=O)NC(=O)C(C)C,0,3.6,-0.1,-6
Cc1[nH]ncc1-c1ccc(NC(=O)C2COc3ccc(F)cc3C2)c(SCCC(=O)N(C)C)c1 (stereo not given),48,1.2,0.7,-7
CC(C)C(=O)NNC(=O)CSc1nnc(-c2cccnc2)n1-c1ccc(Cl)cc1,-7,0.4,-0.1,-6
CCn1cnc2c(oc3ccccc32)c1=O,9,0.6,-0.1,-8
COc1ccc(C(=O)On2c(-c3cc(OC)c(OC)c(OC)c3)nc3ccccc3c2=O)cc1,7,0.2,0.0,3
O=C(NCc1cccs1)c1ccc(CN2CCCCC2c2cccnc2)[nH]c1=O (stereo not given),-3,1.0,-0.2,-3
COC(=O)Cc1c(C)nc(-c2ccccc2)[nH]c1=O,12,0.2,0.4,8

Reprinted at random: 3 records from the list
Compound,MITF inh,GPR151 ag,FBW7 act,TEAD-YAP inh
COc1ccc(C(=O)On2c(-c3cc(OC)c(OC)c(OC)c3)nc3ccccc3c2=O)cc1,7,0.2,0.0,3
CC(C)C(=O)NNC(=O)CSc1nnc(-c2cccnc2)n1-c1ccc(Cl)cc1,-7,0.4,-0.1,-6
O=C(c1cc(Cl)ccc1NS(=O)(=O)c1cccc2nsnc12)N(CCOc1ccccc1)C1CCCCC1,13,0.9,0.0,11

The results go on:
Compound,MITF inh,GPR151 ag,FBW7 act,TEAD-YAP inh
CCCCCC(=O)Nc1cc(OC)c(OC)cc1C(=O)OCC(=O)NC(CC)CC,5,-1.8,0.4,15
Cc1ccc(CNC(=O)c2ccc3c(=O)n(Cc4ccc(Cl)cc4)c(=S)[nH]c3c2)cc1,23,-0.3,0.2,9
Cc1ccc([N+](=O)[O-])cc1NC(=O)c1cc(S(=O)(=O)Nc2cccc(C(=O)O)c2)c(Cl)cc1Cl,18,-0.6,0.5,10
Cc1ccnc(NS(=O)(=O)c2ccc(-c3cc(C)no3)cc2)c1,-3,4.1,-0.1,-2
CCOC(=O)c1cnn2c(C(F)(F)F)cc(-c3cn(C)nc3C)nc12,16,-0.2,0.0,-3
CC(C)CC1NC(=O)N(Cc2cccc([N+](=O)[O-])c2)C1=O (stereo not given),-7,-1.6,0.1,-1
O=C(Nc1ccccc1)c1cc(-c2ccccc2)nc2ccccc12,1,-0.8,-0.1,15
CN(CC(=O)Nc1cc(C(F)(F)F)ccc1Cl)S(=O)(=O)c1ccccc1,2,0.2,0.0,4
COc1cccc(CN2CCC(=O)N(Cc3cc(C)on3)CC2)c1,7,-1.0,-0.2,6
C=CCOC(=O)c1ccc(-n2cnc(C)n2)nc1,-1,-1.7,-0.1,-13
O=C(NCc1ccc(Cl)cc1Cl)C(=O)N1CCCCC1,-13,-0.6,0.0,-6
O=C1CSC(c2cccc([N+](=O)[O-])c2)N1c1ccc(Oc2ccccc2)cc1 (stereo not given),-1,0.1,-0.5,-17
CC(C)COC(=O)c1ccc2c(c1)C1C=CCC1C(C(=O)O)N2 (stereo not given),29,0.4,-0.2,4
NC(=O)c1ccsc1NC(=O)c1cccc2ccccc12,1,2.1,0.1,-12
O=C1Cc2ccccc2CC(=O)N1,16,3.7,0.7,-5
Cc1ccc(NC(=O)c2cccc([N+](=O)[O-])c2C)c([N+](=O)[O-])c1,0,-0.3,-0.1,-6
COc1ccc(C2=CC(c3ccc(Cl)cc3Cl)n3ncnc3N2)cc1OC (stereo not given),13,2.3,0.1,8
CCc1ccccc1NC(=O)c1cc2ccccc2o1,6,-3.2,-0.1,-42
CCOC(=O)C1=C(C)N=c2s/c(=C\c3ccc(OC(C)=O)cc3)c(=O)n2C1c1ccc(OCC)c(OCC)c1 (stereo not given),-10,-1.9,-0.1,5
CN1CCc2nc(SCc3cccnc3)c(C#N)c(-c3cccs3)c2C1,-8,-1.2,-0.4,-29
Cc1c(C(=O)NNC(=S)NC2CCCCC2)cccc1[N+](=O)[O-],-12,0.0,-0.2,-5
NC(=O)c1ccc(NC(=O)CN2CC(=O)Nc3ccccc32)cc1,3,-1.3,-0.1,2
CN1CCN(c2nc(/C=C/c3ccccc3)nc3ccccc23)CC1,-2,1.6,-0.4,-15
COc1ccc(C2=N/C(=C\c3cccc(Cl)c3Cl)C(=O)O2)c(Cl)c1,-2,0.2,-0.1,-3
CCc1c(-c2ccccc2)nc2nc(C)c(C)nn12,4,-0.2,0.3,-5
Cn1ccc(CC(=O)NCc2nc(NCCCc3ccccc3)c3ccccc3n2)c1,19,-1.2,0.6,1
Cc1cncc2cccc(NC3CCCN(C(=O)[C@H](C)O)C3)c12 (stereo not given in full),4,-0.2,-0.5,62*
O=C(CCN1C(=O)C2C3C=CC(C3)C2C1=O)NCc1cccs1 (stereo not given),-10,-0.5,0.0,2
OC1CCC(Nc2nc(NCc3cccc(C(F)(F)F)c3)c3ncn(C4CCCCC4)c3n2)CC1 (stereo not given),-6,-1.6,-0.1,2
COCCNC(=O)CSc1ccc(-c2ccccc2)nn1,-3,-1.0,0.0,7
CCC(C)C(NC(=O)C1CCC(C)CC1)C(=O)NC(CCSC)C(=O)OC (stereo not given),-14,0.3,-0.1,0
COC(=O)c1sc(NC(=O)/C=C/c2ccc(F)cc2)c(C(N)=O)c1C,22,1.5,0.3,10
CCOC(=O)c1ccc(N2NC(=O)/C(=C/c3cccc([N+](=O)[O-])c3)C2=O)cc1,20,-1.2,0.2,22
C[C@@H]1CN(C(=O)c2nc3ccc(Cl)cn3c2CNCCN2CCOC2=O)C[C@H](C)O1,-6,-1.2,0.1,10
CC(C(=O)N1CCOCCN(C(=O)C(C)N2C(=O)c3ccccc3C2=O)CCOCC1)N1C(=O)c2ccccc2C1=O (stereo not given),10,-1.1,0.8,-6
O=C(c1ccco1)N1CCN(C(c2ccccc2)c2ccccc2)CC1,6,0.9,-0.1,-15
O=C1OCC(Cl)=C1c1ccccc1[N+](=O)[O-],-3,-0.9,-0.4,13
Cc1cc(C)cc(N(C(C)C(=O)NCc2ccccn2)S(C)(=O)=O)c1 (stereo not given),8,-0.3,0.1,4
Cc1sc2c(c1C)CN(C1CC(C)(C)NC(C)(C)C1)CN2C(=O)c1ccco1,12,-1.7,0.0,-16
CC(=O)N1C(C(=O)O)CSC1c1ccc([N+](=O)[O-])cc1 (stereo not given),1,1.1,0.0,1

Further compounds follow:
SMILES | MITF inh | GPR151 ag | FBW7 act | TEAD-YAP inh
COc1cc(NC(=O)/C=C/c2ccc(Cl)cc2)ccc1NC(=O)c1ccco1 | -8 | -0.1 | 0.1 | -8
CCOC(=O)c1sc2ncn(CC(=O)N3CCCC3)c(=O)c2c1C | 0 | 0.1 | 0.1 | -2
CC1(C)CN2C(=O)C(NC(=O)c3ccccc3)(C(F)(F)F)N=C2S1 (stereo not given) | -5 | 2.1 | 0.0 | -5
Nc1ccc(Oc2ccc3c(c2)C(=O)N(c2ccc(C(=O)O)cc2)C3=O)cc1 | -13 | -0.8 | 0.2 | -2
CC(=O)c1ccc(OCCCC(=O)OCc2nnc(-c3ccc(Cl)cc3)o2)cc1 | 2 | -0.3 | -0.1 | -2
COc1ccc([N+](=O)[O-])cc1NS(=O)(=O)c1ccc(Cl)cc1 | -6 | 0.4 | -0.1 | 1
O=C1OC(c2ccccc2Cl)=N/C1=C/c1c(F)cccc1Cl | -2 | -0.2 | 0.0 | -1
O=[N+]([O-])c1c(-c2ccccn2)c(-c2ccccn2)n2ccccc12 | -1 | 0.6 | -0.1 | -3
Cc1cccc(-c2noc(CN(C)S(=O)(=O)c3ccc(Cl)cc3)n2)c1 | 0 | -1.5 | 0.0 | -7
COc1cc(Br)cc(CNc2ccc3oc(Cc4ccc(Cl)cc4)nc3c2)c1O | 18 | -1.2 | 0.0 | -15
N=c1oc2ccc3ccccc3c2cc1C(=O)Nc1cccc2ccccc12 | 2 | -1.1 | 0.0 | 1
CC(=O)c1c(Cc2ccccc2Cl)c[nH]c1C | 3 | 1.2 | 0.3 | -2
O=c1/c(=C/c2cccc(OCc3ccccc3F)c2)sc2nc3ccccc3n12 | 0 | 0.7 | -0.2 | 3
C=CC[n+]1c(C)csc1Nc1ccc(C)cc1 | 10 | -0.7 | 0.0 | 0
COc1ccc(C(=O)Nc2ccc(I)c(C)n2)cc1Cl | 5 | 1.3 | 0.0 | -5

Compounds listed so far that contain a cyano group (two):
SMILES | MITF inh | GPR151 ag | FBW7 act | TEAD-YAP inh
Cc1c(C(=O)NCC#N)cccc1[N+](=O)[O-] | -11 | -0.5 | -0.2 | -9
CN1CCc2nc(SCc3cccnc3)c(C#N)c(-c3cccs3)c2C1 | -8 | -1.2 | -0.4 | -29

Other compounds:
SMILES | MITF inh | GPR151 ag | FBW7 act | TEAD-YAP inh
O=C(O)C1C2CCC(O2)C1C(=O)N1CCN(c2ccccc2Cl)CC1 (stereo not given) | 3 | -1.4 | -0.1 | -1
CC(C)(C)c1ccc(OCC(O)CSc2nc(-c3cccs3)cc(C(F)(F)F)c2C#N)cc1 (stereo not given) | 13 | 0.1 | 0.6 | -4
COc1ccc(CC2(CCC(=O)N3CCNC(=O)CC3)CCC(=O)N2)c2ccccc12 (stereo not given) | 10 | -1.2 | 0.0 | -11
O=C(NC1CCCCC1)/C(=N\O)c1ccccn1 | -12 | -0.6 | -1.0 | -9
O=C(NC1CC1)C1CCN(C(=O)c2cnn(-c3ccccc3)c2-n2cccc2)CC1 | -16 | 1.2 | -0.2 | -10
COc1ccc(Cc2nnc(N/N=C(\C)c3ccc([N+](=O)[O-])cc3)[nH]c2=O)cc1OC | 9 | 0.6 | -0.1 | 11
